# Assay outcomes from PubChem.
# proCasp7 act: activates human procaspase-7, counter-screen for procaspase-3 activators | P55210 | recombinant procaspase-7, Ac-DEVD-pNA absorbance 405 nm; D23A/D198A/D206A triple mutant, cannot self-cleave; scale: DMSO 0, 5 µM enzyme 100 | activation, % at 8.5 µM | actives 0.093% (n = 330,000) | AID 463210;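 active = percent activation above the screen-wide mean plus 3 SD, cut at about 25% in these data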
# Target sequence (P55210 whole entry D23A/D198A/D206A): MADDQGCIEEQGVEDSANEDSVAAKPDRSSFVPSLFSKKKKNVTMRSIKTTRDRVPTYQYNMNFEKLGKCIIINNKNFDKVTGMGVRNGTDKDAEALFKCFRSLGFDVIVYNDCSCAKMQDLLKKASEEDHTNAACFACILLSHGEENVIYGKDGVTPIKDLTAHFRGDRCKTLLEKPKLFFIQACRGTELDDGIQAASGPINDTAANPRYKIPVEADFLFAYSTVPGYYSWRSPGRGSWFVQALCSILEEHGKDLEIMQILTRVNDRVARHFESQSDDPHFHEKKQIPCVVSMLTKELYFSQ
#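 Detection: p-Nitroaniline absorbance at 405 nm, read at 0 and 120 min; system: Uncleavable procaspase-7 mutant enzyme; evaluation: % activation from two-timepoint absorbance difference, scaled to controls; times: 1 h enzyme–compound preincubation and 2 h substrate reaction, both 25 °C; buffer or medium: Zinc-free HEPES pH 7.4 with 300 mM NaCl, 0.01% Triton X-100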
# LAP4 TOR yeast: modulators of TOR pathway LAP4-GFP in S. cerevisiae | S. cerevisiae LAP4-GFP multiplex, flow cytometry GFP, 3 h; median GFP as percent of DMSO wells | actives 0.34% (n = 320,000) | GFP response vs DMSO, % at 10 µM;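 active = GFP response vs DMSO above a set limit, about the screen mean plus 3 SD, cut at about 150% in these data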
# RPL19A-GFP yeast: modulators of TOR pathway RPL19A-GFP in S. cerevisiae | S. cerevisiae RPL19A-GFP strain, flow cytometry, 3 h; hits give low values | percent response vs DMSO, % at 10 µM | actives 0.3% (n = 330,000) | AID 2025;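 active = percent response vs DMSO below 50%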;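 note: median channel GFP fluorescence of the barcoded RPL19A-GFP strain; ratio of sample median GFP to plate DMSO average so 100% = DMSO; lower means less RPL19A-GFP as with rapamycin TOR inhibition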
# CR mimetic SO: yeast age-related superoxide inhibition as caloric restriction mimetic; S. cerevisiae aged cells, superoxide DHE fluorescence; hits give low values; superoxide response (% of plate mean), % at 10 µM; actives 0.18% (n = 330,000); AID 2690;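 active = superoxide response under a set limit, about three screen SD below normal, cut at about 65% in these data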;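 note: yeast aged for seven days with compound at 30 °C before DHE staining; 100% = average MFI of all compound-treated wells on the plate with controls excluded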
# MEP2 TOR yeast: yeast TOR pathway MEP2-GFP modulation; S. cerevisiae MEP2-GFP strain, flow cytometry GFP, 3 h; 100% = DMSO control level; actives 0.51% (n = 330,000); GFP response vs DMSO, % at 10 µM;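 active = GFP response versus DMSO above a set limit, roughly screen mean plus 3 SD, cut at about 180% in these data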;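 note: median GFP fluorescence of the barcode-gated MEP2-GFP cells per well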
# procasp3 activ: activates human procaspase-3. P42574. recombinant procaspase-3 D3A, Ac-DEVD-pNA absorbance 405 nm. activation, % at 8.5 µM. actives 0.11% (n = 330,000);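 active = activation above the mean of all tested compounds plus 3 SD, cut at about 21% in these data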;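 note: 0% = DMSO alone and 100% = DMSO wells spiked with extra 5 µM PC-3 D3A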
# Target sequence (P42574 whole entry D9A/D28A/D175A): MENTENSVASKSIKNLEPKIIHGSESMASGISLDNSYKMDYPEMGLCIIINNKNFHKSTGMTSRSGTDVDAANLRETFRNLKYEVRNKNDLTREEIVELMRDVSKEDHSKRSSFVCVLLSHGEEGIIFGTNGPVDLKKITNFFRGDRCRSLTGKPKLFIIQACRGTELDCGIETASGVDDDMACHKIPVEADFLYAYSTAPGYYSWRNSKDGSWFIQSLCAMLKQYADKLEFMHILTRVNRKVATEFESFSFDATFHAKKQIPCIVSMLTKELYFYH
#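 Compound: 8.5 µM single point, 0.8% DMSO / Material: Autoprocessing-dead procaspase-3 D3A mutant enzyme / Timing: 1 h preincubation plus 2 h reaction at 25 °C / Medium: Zinc-free HEPES/NaCl buffer with 0.01% Triton X-100 at pH 7.4 / Technique: 405 nm absorbance of p-nitroaniline, reads at 0 and 120 min / Repeats: one well per compound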
# JMJD2C inh: inhibitors of human GASC-1 (JMJD2C) demethylase. Q9H3R0. GST-JMJD2C(1-420) H3K9me3 demethylation, DELFIA europium. inhibition, % at 2.35 µM. actives 0.069% (n = 330,000). AID 2099;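 active = more than half of a compound's replicate wells show inhibition beyond 50%, single wells judged on their own value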;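 note: signal counts dimethyl H3K9 product captured on neutravidin plate; 0% = median of DMSO wells and 100% = 0.3 times that DMSO median; strong numbers were not always called active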
# Target sequence (Q9H3R0 1-420 limits assumed): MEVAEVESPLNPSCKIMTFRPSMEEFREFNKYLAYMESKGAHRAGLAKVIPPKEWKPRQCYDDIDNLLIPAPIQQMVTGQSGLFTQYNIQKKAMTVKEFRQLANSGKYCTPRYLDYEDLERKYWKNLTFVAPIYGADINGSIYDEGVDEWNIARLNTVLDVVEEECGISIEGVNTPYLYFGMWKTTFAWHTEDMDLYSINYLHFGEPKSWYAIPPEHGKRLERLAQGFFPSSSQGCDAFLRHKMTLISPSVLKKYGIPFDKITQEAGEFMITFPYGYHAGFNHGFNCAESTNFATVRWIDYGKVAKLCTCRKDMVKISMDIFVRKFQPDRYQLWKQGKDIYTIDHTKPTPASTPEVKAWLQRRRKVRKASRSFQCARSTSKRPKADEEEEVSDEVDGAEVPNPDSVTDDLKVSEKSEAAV
# AHR activator: activates the human aryl hydrocarbon receptor; AHR-responsive luciferase reporter cells, luminescence; activation, % at 5 µM; actives 2.5% (n = 320,000); AID 2796; in the data active = activation above about 47%;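 note: 0% = vehicle wells and 100% = reference agonist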
# Starred values were filed as active, the others as inactive; . = no result given; & = joins results of further samples; [ ] = dose if it differs, or a comment.
SMILES,proCasp7 act,LAP4 TOR yeast,RPL19A-GFP yeast,CR mimetic SO,MEP2 TOR yeast,procasp3 activ,JMJD2C inh,AHR activator
Cn1cc(CN2CCCC(C(=O)c3cccs3)C2)c(-c2cccc(Cl)c2)n1 (centres undefined),12.0,104.3,82.2,113.0,107.4,2.2,0.0,2.3
CCn1c(Cc2ccc(OC)cc2)nnc1SCC(=O)Nc1ccc(N2CCOCC2)cc1,4.1,94.0,102.6,102.5,105.9,0.2,1.2,5.8
Cn1c(/C(C#N)=C(\O)c2ccccc2Cl)nc2ccccc21,-4.6,98.6,102.2,100.5,104.0,2.6,6.9,17.7
COc1cc2c(c(OC)c1OC)-c1ccc(NC(=O)c3ccc(F)cc3)c(=O)cc1[C@@H](NC(C)=O)CC2,0.7,99.9,97.4,80.8,109.1,-9.6,-2.6,1.5
C=CCc1ccccc1OCCn1ccnc1,7.9,100.5,101.2,97.0,101.2,-2.9,-13.8,12.4
COc1ccc(C2(CNC(=O)CCC(=O)O)CCCC2)cc1,-3.4,99.2,92.3,110.9,103.1,-6.5,-0.5,3.0
COc1ccc(N2CCN(C(=O)c3cc4c(=O)n(Cc5ccccc5)ccc4nc3C)CC2)cc1,-2.9,89.2,102.5,87.8,101.7,1.5,-32.4,3.2
COc1cc(=O)oc(-c2ccccc2)c1C(C)=O,2.3,99.4,98.6,89.6,103.0,-1.6,-20.7,-1.6
COc1ccc(/C=C/C(=O)NCCc2ccc(S(N)(=O)=O)cc2)cc1,-4.1,114.3,112.9,93.9,104.8,-1.9,9.4,2.2
COc1cc(OC)cc(C(=O)OCC(=O)NC(c2ccccc2)c2ccccc2)c1,5.4,101.1,98.2,72.2,100.7,4.7,0.8,-0.8
O=C(CNS(=O)(=O)c1ccc2ccccc2c1)Nc1ccc(F)c(F)c1F,3.9,108.7,106.6,107.8,111.2,-2.1,1.1,8.1
COc1cc(C2C3=C(CC(C)(C)CC3=O)Nc3ccccc3N2C(C)=O)cc(OC)c1OC (centres undefined),-0.9,98.5,106.2,101.3,101.3,3.3,7.7,0.4
CCCOc1ccc2c3c(c(=O)oc2c1OCCC)CCCC3,7.6,107.6,93.7,93.7,100.5,8.5,7.5,25.8
COc1cc(OC)cc(C(=O)N[C@H](C(=O)OCC(=O)Nc2ccc(OC)c(OC)c2)C(C)C)c1,3.6,93.8,97.9,105.1,102.3,-5.9,3.6,-0.5
O=C(NC1CC1)C1CC(=O)N(c2cccc(Cl)c2)C1 (centres undefined),4.3,102.6,99.4,113.5,101.0,-4.7,78.7,4.5
O=C(COc1ccc(Br)cc1)NCC1COc2ccccc2O1 (centres undefined),0.0,112.6,97.5,108.7,102.2,-2.3,5.5,1.9
O=C(CN1CC(=O)Nc2ccccc21)NCCc1ccc(Cl)cc1Cl,-1.4,100.6,96.5,98.2,108.6,1.1,-41.6,11.6
Cc1ccc(N2CC(C(=O)Nc3nnc(SCC(=O)Nc4cc(C)on4)s3)CC2=O)cc1 (centres undefined),-2.1,95.1,96.4,88.4,84.2,-4.3,-4.7,-0.7
CCN(C(=O)CCc1nnc2ccc(NCc3ccco3)nn12)c1ccccc1,-8.3,117.3,107.1,84.3,106.7,-3.4,12.4,13.2
Cc1ccc(C)c(-n2c(Cc3cc(=O)[nH]c(=O)[nH]3)nnc2SCC(=O)NCc2ccco2)c1,-3.7,97.4,95.7,82.7,97.1,-6.1,-0.1,4.5
COc1ccccc1C(=O)Nc1ccc2oc(-c3ccc(F)cc3)nc2c1,7.9,94.1,84.4,95.0,118.2,2.3,-5.0,34.6
Cc1csc2nc(CCNS(=O)(=O)c3cccs3)cn12,3.6,96.0,96.1,113.2,96.8,0.6,-13.5,10.3
O=S(=O)(Nc1ncccn1)c1ccccc1,4.2,89.2,103.8,110.4,95.7,8.2,14.4,-2.0
CC(C)c1ccccc1NC(=O)COC(=O)c1cccnc1,5.6,99.9,103.2,110.8,106.2,1.9,-7.7,-1.3
C=CCn1c(NC(=O)c2ccc(C)cc2)c(C#N)sc1=N,-3.6,84.9,85.5,94.1,81.5,-10.1,-2.3,11.1
Cc1ccc(C)c(CNS(=O)(=O)c2ccc3c(c2)C(C)(C)C(=O)N3C)c1,9.2,95.4,98.2,108.3,110.2,4.5,11.0,4.3
NS(=O)(=O)c1ccc(CCNCC(=O)N2CCC(Cc3ccccc3)CC2)cc1,4.8,106.0,97.7,86.2,96.7,2.9,-1.8,0.3
Cc1nc2ccc(NC(=O)COc3ccccc3F)cc2s1,15.7,135.1,99.6,113.2,113.2,-0.8,-0.7,-1.5
CCOc1ccc(CC(=O)NNC(=S)NC)cc1Br,9.2,106.2,113.4,101.5,109.4,-7.9,-37.8,1.1
CC12CCCCN1CCCc1c2[nH]c2ccccc12 (centres undefined),7.0,93.8,90.9,93.3,96.5,-0.8,0.0,17.4
CN1CCC(N(C)C(=O)Cc2ccccc2[N+](=O)[O-])CC1,8.4,111.2,110.4,101.2,108.8,7.3,-3.8,2.7
CC1(C)CC(=O)C2=C(C1)Nc1ccccc1NC2c1cccs1 (centres undefined),1.9,97.6,93.3,116.4,96.6,-1.8,-6.5,-2.2
Cc1cccc(C2CC(c3ccc(Br)cc3)Nc3nc(N)nn32)c1 (centres undefined),-2.7,100.4,97.0,111.0,102.7,-12.4,1.0,3.7
C/C=C/c1ccc(OCCOCCOc2cccc3cccnc23)c(OC)c1,-9.7,99.1,103.4,84.4,102.0,0.6,-2.4,19.3
O=C(Nc1ccccc1)N1CCCN(c2nccc(C(F)(F)F)n2)CC1,0.6,112.0,100.6,101.0,105.8,5.7,-7.5,-4.8
FC(F)(F)c1cccc(NC(=S)Nc2ccc(Cl)c(Cl)c2)c1,13.0,102.9,94.5,115.7,99.2,2.8,-1.1,4.2
Cc1ccc(-c2cc(C(=O)NCc3ccc4c(c3)OCO4)no2)cc1,-0.8,97.3,99.5,89.8,102.3,-6.4,-0.8,0.9
CC(C)n1nc(C(=O)Oc2ccc(Cl)cc2)c2ccccc2c1=O,-9.8,82.7[may fluoresce violet],94.4[may fluoresce violet],81.7,87.4[may fluoresce violet],7.9,6.2,0.1
COc1cc(C)ccc1OCc1cc(C(=O)N2CCCCCCC2)no1,-3.8,79.1,93.8,88.6,96.2,7.6,2.5,25.5
O=C(NCC1CCCN1S(=O)(=O)c1ccccc1)C(=O)NC1CC1 (centres undefined),7.9,99.4,91.0,105.3,97.8,4.0,-4.1,-0.3
CC1CCC2(CC1)NC(=O)N(CC(=O)N1CC(C)CC(C)C1)C2=O (centres undefined),-9.9,86.0,92.6,109.2,90.7,-4.9,-3.1,0.2
COc1ccccc1CNC(=O)COC(=O)c1ccc(S(=O)(=O)N2CCCC2)cc1,1.1,99.9,99.9,92.0,104.7,-8.9,-2.4,0.5
O=C(CN1C(=O)NC(CCc2ccccc2)C1=O)Nc1cccc(Br)c1 (centres undefined),-2.9,100.4,100.7,97.0,106.2,10.2,2.6,3.7
Cc1ccc(C(=O)NN2C(=O)c3ccc(S(=O)(=O)c4ccc(C(=O)O)cc4)cc3C2=O)cc1,-5.9,103.2,97.8,93.4,106.9,1.8,8.9,2.7
O=C(COc1ccc(S(=O)(=O)NC2CCCCC2)cc1)N1CCN(c2cccc(Cl)c2)CC1,-11.3,94.5,96.9,105.5,96.3,7.6,-4.7,-7.1
COc1ccc(NS(=O)(=O)c2cc(NC(=O)c3cc(F)c(F)cc3Cl)ccc2N2CCOCC2)cc1,-4.8,95.0,90.0,91.1,94.5,-5.3,1.4,-0.4
O=C(O)c1cc(S(=O)(=O)Nc2ccccc2Cc2ccccc2)ccc1Cl,7.1,104.2,106.0,91.1,104.0,-1.4,49.0,-0.3
COc1ccc(NS(=O)(=O)c2cccc(C(=O)NN=Cc3ccc(OC)cc3OC)c2)cc1,16.2,100.2,92.0,96.8,102.6,10.3,3.5,0.0
Cc1cc(Cl)nc(Cl)c1C(=O)NCCc1ccccc1,3.9,109.5,96.8,93.0,98.4,1.7,2.8,-0.6
C=CCc1ccc(OCCOCCNCCCC)c(OC)c1,5.1,102.3,98.0,101.8,101.3,-0.3,-7.8,2.7
Cc1ccc(S(=O)(=O)N2CCOCC2)cc1NS(=O)(=O)c1ccc(F)c(F)c1,5.0,100.0,106.2,96.7,102.4,8.2,-5.7,0.8
CN(C)c1ccc(NC(=S)NC(=O)/C=C/c2ccc(Cl)cc2)cc1,-20.4,96.5,104.2,95.4,101.8,-12.5,-3.5,7.2
CCOC(=O)C1=C(C)N=c2sc(=C(C)C)c(=O)n2C1c1ccc(N(C)C)cc1 (centres undefined),6.5,89.6,103.2,91.9,97.9,7.8,0.1,0.7
O=C(CSc1nc2ccccc2s1)NC1CCCc2ccccc21 (centres undefined),-10.1,101.1,105.3,108.8,102.0,-1.1,8.7,45.4
O=C(Cn1cnc2ccccc21)N/N=C/c1ccccn1,-5.7,102.1,95.8,20.5*,92.8,1.8,-4.9,22.8
O=C(NOCc1ccccc1)c1ccccc1,4.2&-4.2,114.1,104.2,95.1&101.7,96.1,14.4&0.7,4.3,5.9
Cc1ccccc1-c1nc(CS(=O)(=O)CC(=O)NCCCN2CC(C)CC(C)C2)c(C)o1 (centres undefined),-2.3,95.1,100.9,65.2*,101.3,-4.8,-24.0,0.1
Cc1ccc(C(CC(=O)NCCCN(C)C)c2ccc(OC(C)C)cc2)cc1 (centres undefined),6.8,118.5,99.9,90.4,97.7,-1.8,7.0,0.7
O=C(CCn1cnnn1)N1CCCC(Nc2ccc(F)cc2)C1 (centres undefined),13.4,73.7,103.1,100.0,96.8,8.2,.,-0.8
CC(NS(=O)(=O)c1ccc(N)cc1)C1CC2CCC1C2 (centres undefined),0.6,96.7,101.5,105.1,101.6,8.3,0.1,-1.5
# Additional records
SMILES,proCasp7 act,LAP4 TOR yeast,RPL19A-GFP yeast,CR mimetic SO,MEP2 TOR yeast,procasp3 activ,JMJD2C inh,AHR activator
O=C1Nc2c(c(=O)[nH]c(=O)n2-c2ccc(F)cc2)C1(NS(=O)(=O)c1ccccc1)C(F)(F)F (centres undefined),3.1,100.7,102.8,97.1,105.2,-10.6,-40.3,1.2
O=C(Oc1ccc(Br)cc1)c1n[nH]c(=O)c2ccccc12,2.4,101.8,94.5,82.7,96.8,-3.0,8.9,14.2
Cc1noc(C)c1C(=O)NC1=NCCS1,2.2,96.0,108.2,85.4,108.5,-3.4,-15.6,-2.5
C=CCn1c(=O)[nH]c2nc3cc(N=CN(C)C)c(C)cc3nc2c1=O,-12.8,110.7,105.7,96.1,107.9,-6.1,-4.4,67.6*

# An excerpt of these results, with values under each structure.
# Order of results – proCasp7 act | LAP4 TOR yeast | RPL19A-GFP yeast | CR mimetic SO | MEP2 TOR yeast | procasp3 activ | JMJD2C inh | AHR activator
> O=C(CSc1nc2ccccc2s1)NC1CCCc2ccccc21 (centres undefined)
  -10.1 | 101.1 | 105.3 | 108.8 | 102.0 | -1.1 | 8.7 | 45.4
> COc1cc2c(c(OC)c1OC)-c1ccc(NC(=O)c3ccc(F)cc3)c(=O)cc1[C@@H](NC(C)=O)CC2
  0.7 | 99.9 | 97.4 | 80.8 | 109.1 | -9.6 | -2.6 | 1.5
> NS(=O)(=O)c1ccc(CCNCC(=O)N2CCC(Cc3ccccc3)CC2)cc1
  4.8 | 106.0 | 97.7 | 86.2 | 96.7 | 2.9 | -1.8 | 0.3
